# hcDAF-12 act – H. contortus DAF-12 nuclear receptor activators, primary screen, cell-based, luminescence, HEK293, lit1-tk-luc reporter; HEK293 hcDAF-12 lit1-tk-luc reporter; 0% DMSO, 100% Δ7-dafachronic acid; activation, % at 6.8 µM; 1.4% of 370,000 active; AID 652067, 2013;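 active = activation above the mean of all tested compounds plus 3 SD, cut at about 5.5% in these data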;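 also: 100% = response to 3 µM Δ7-dafachronic acid high control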
# SMARCA2 act – SMARCA2 (BRM) function activators, primary screen, cell-based, luminescence, high throughput; MG213 cells, MMTV-luciferase reporter, dexamethasone, overnight; 1% of 370,000 active; activation, % at 9.1 µM; AID 652017, 2013; in the data active = activation above about 7.8%;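 also: 0% = vehicle wells and 100% = reference activator wells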
# Rev-erbA mod – modulators of Rev-erb alpha DNA binding, primary screen, biochemical, FITC-DNA, fluorescence polarization, uHTS; Nuclear receptor subfamily 1 group D member 1 (Homo sapiens), P20393; Rev-erbα–FITC-DNA binding, 90 min; activity, % at 10 µM; 0.79% of 370,000 active; AID 1259318, 2017;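 active = activity above about 14%, limit read from the data; passing the limit was not always enough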;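 also: 0% = DMSO wells with 35 nM protein and 100% = DMSO wells with 750 nM protein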
# Target sequence (P20393 whole entry, looked up): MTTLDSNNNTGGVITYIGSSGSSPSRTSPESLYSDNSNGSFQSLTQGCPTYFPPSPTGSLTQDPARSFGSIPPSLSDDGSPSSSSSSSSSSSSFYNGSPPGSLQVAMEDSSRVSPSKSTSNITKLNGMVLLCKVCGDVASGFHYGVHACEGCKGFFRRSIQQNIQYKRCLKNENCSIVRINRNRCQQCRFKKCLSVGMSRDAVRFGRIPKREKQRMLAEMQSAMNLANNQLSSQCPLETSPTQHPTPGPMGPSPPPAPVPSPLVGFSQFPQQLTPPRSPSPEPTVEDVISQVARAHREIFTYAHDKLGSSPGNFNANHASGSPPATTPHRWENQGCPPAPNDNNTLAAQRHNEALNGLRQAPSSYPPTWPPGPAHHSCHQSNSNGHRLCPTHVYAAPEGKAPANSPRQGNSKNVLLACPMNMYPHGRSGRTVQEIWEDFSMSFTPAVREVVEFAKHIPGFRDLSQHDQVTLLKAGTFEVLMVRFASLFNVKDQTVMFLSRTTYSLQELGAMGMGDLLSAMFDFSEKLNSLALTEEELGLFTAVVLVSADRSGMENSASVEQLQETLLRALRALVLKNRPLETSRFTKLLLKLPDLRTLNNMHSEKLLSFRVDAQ
# DAX1 inh-1 – DAX1 (NR0B1) inhibitors on StAR promoter, primary screen, cell-based, luminescence, SF-1 (NR5A1), full-length DAX-1; inhibition, % at 6.8 µM; HEK293T StAR-luciferase reporter, SF-1/DAX-1 repression relief; 1.1% of 370,000 active; AID 652010, 2013;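 active = inhibition above the mean over all tested compounds plus 3 SD, cut at about 3.6% in these data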;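 also: 0% = DAX-1 cells with DMSO and 100% = cells lacking DAX-1 with DMSO; higher inhibition means more luminescence from relief of DAX-1 repression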
# ssDAF-12 act – S. stercoralis DAF-12 nuclear receptor activators, primary screen, cell-based, luminescence, HEK293, GRIP1 co-expression, lit1-tk-luc. Nuclear hormone receptor DAF-12 (Strongyloides stercoralis). HEK293 ssDAF-12/GRIP1 lit1-tk-luc reporter; % of 3 µM dafachronic acid response. activation, % at 6.8 µM. 1% of 370,000 active. AID 652126, 2013;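 active = activation above the mean over all tested compounds plus 3 SD, cut at about 0.9% in these data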;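 also: 0% = DMSO-only wells and 100% = 3 µM delta7-dafachronic acid wells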
# PLCb3 inh – human PLC-beta3 inhibitors, primary screen, biochemical, fluorescence. Purified PLC-beta3, fluorogenic substrate. inhibition, % at 12.2 µM. 0.18% of 370,000 active; in the data active = inhibition above about 11%;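 also: 0% = median of compound wells on plate and 100% = full blocker control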
# hgDAF-12 ag – H. glycines DAF-12 receptor agonists, primary screen, cell-based, luminescence, HEK293, GAL4 fusion, UAS-luciferase; 1.8% of 370,000 active; HEK293 GAL4-hgDAF12 UAS-luciferase reporter, agonist luminescence; normalized to butyrate control; activation, % at 6.8 µM;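 active = activation above a cutoff set at the mean of all screened compounds plus 3 SD, cut at about 10% in these data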;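 also: 0% = DMSO wells and 100% = sodium butyrate wells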
# PG9 binder – binders of HIV-1 gp120 antibody PG9, primary screen, biochemical, TR-FRET; TR-FRET gp120-PG9 antibody binding; inhibition, % at 6.7 µM; 0.43% of 360,000 active; AID 624416, 2012; in the data active = inhibition above about 8.5%
# DAX1 inh-2 – DAX1 (NR0B1) inhibitors, primary screen, cell-based, HEK293, Gal4-DAX1, luciferase luminescence; Nuclear receptor subfamily 0 group B member 1 (Homo sapiens), P51843; HEK293 Gal4-DAX1 luciferase reporter; inhibition, % at 6.75 µM; 0.99% of 340,000 active; AID 504766, 2011;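 active = inhibition above the mean over all tested compounds plus 3 SD, cut at about 4.2% in these data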;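 also: 0% = DAX1-transfected cells with DMSO and 100% = empty-vector control cells with DMSO; inhibition shows as a rise in luminescence from relieved DAX1 repression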
# HGIII-sPLA2 inh – human group III sPLA2 inhibitors, primary screen, biochemical, QFRET, BODIPY PC-A2 liposome substrate. Group 3 secretory phospholipase A2 (Homo sapiens), Q9NZ20. 0.56% of 370,000 active. inhibition, % at 12.2 µM. AID 743126, 2013. QFRET BODIPY PC-A2 liposome hydrolysis, fluorescence;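 active = inhibition above mean plus 3 SD of compounds lying within the high and low control bounds, cut at about 19% in these data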;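 also: 0% = median of test compound wells and 100% = no enzyme DMSO wells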
# Target sequence (Q9NZ20 whole entry, looked up): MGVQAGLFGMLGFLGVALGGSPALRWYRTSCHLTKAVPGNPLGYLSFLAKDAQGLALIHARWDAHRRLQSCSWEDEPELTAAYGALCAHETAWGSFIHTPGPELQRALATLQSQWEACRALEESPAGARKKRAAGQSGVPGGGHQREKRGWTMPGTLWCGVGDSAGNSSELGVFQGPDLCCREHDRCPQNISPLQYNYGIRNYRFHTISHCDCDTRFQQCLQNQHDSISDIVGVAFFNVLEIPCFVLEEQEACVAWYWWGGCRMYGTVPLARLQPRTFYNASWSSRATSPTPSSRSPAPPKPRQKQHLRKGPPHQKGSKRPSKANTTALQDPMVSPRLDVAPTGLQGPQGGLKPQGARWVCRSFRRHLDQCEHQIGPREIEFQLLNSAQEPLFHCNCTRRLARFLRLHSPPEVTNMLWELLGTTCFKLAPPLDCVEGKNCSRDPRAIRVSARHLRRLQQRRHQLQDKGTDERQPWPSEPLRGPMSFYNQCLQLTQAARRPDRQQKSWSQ
# GAA850 FXN act – FXN promoter activators, primary screen, cell-based, luciferase luminescence, HEK293 lucGAA850. HEK293 lucGAA850 FXN promoter luciferase reporter, 24 h; percent of 10 µM SAHA response. 0.56% of 360,000 active. activation, % at 6 µM. AID 540364, 2011;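 active = activation above the average of all compounds screened plus 3 SD, cutoff fixed separately per campaign, cut at about 7.5% in these data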;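 also: 0% = DMSO wells and 100% = 10 µM SAHA wells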
# * = called active by the depositor; nt = not tested or not shown.
# Second line of a record – hcDAF-12 act	SMARCA2 act	Rev-erbA mod	DAX1 inh-1	ssDAF-12 act	PLCb3 inh	hgDAF-12 ag	PG9 binder	DAX1 inh-2	HGIII-sPLA2 inh	GAA850 FXN act
- COc1ccc(OC)c(NS(=O)(=O)c2cc(OC)ccc2OC)c1
    -0.8	-2	0	0.1	-2.0	5	3.0	-0.8	1.3	1	1.0
- COCCN=C1N[C@@H](c2ccc(Br)cc2)C(C(=O)OC)=C(C)N1Cc1ccccc1
    0.4	0	-1	-0.3	-1.6	-2	0.8	0.9	0.6	2	-1.9
- CN(C)S(=O)(=O)c1cccc(C(=O)N2CCN(Cc3ccccc3)CC2)c1
    -2.3	2	nt	-0.6	-1.0	-5	-0.3	-2.3	1.0	0	0.7
- O=C(O)c1ccc(-n2cccc2)cc1O
    2.9	4	3	-0.6	-1.1	-7	-1.1	-2.1	0.5	-2	-1.9
- Cc1cccc(-n2ccnc2CN2CCN(C(C)C)C(CCO)C2)c1 (stereo not drawn)
    -1.1	1	1	0.3	-1.2	-3	0.0	-0.6	0.8	3	-0.1
- Cc1ccnc(NC(=O)C2CCN(S(=O)(=O)c3ccc(C)c(C)c3)CC2)c1
    -1.4	2	2	3.5	-1.2	-7	5.7	1.3	0.2	0	3.5
- COc1ccc(CCNC(=O)C2CCN(S(=O)(=O)c3ccc(NC(C)=O)cc3)CC2)cc1OC
    -1.5	-1	0	0.1	-1.0	-3	1.9	-1.2	0.9	-8	2.9
- CCOc1ccsc1C(=O)NNC(=O)c1ccco1
    -1.0	1	0	-0.1	-1.2	2	-0.2	0.8	0.4	3	-0.7
- C/C(=N\NC(=O)Cn1nnc2ccccc21)c1ccco1
    1.1	-3	-2	0.5	-0.9	1	0.8	-1.1	1.6	-4	1.7
- COC(=O)c1ccc2c(=O)n(CCCCCC(=O)NCc3ccccc3)c(=O)[nH]c2c1
    -0.9	0	-9	-0.7	-1.5	-7	2.2	-1.8	-0.3	-2	1.8
- Cc1ccc2c(Cn3cc(C(F)(F)F)cc(Cl)c3=O)cc(=O)oc2c1
    -2.5	-4	-3	-0.8	-0.9	1	-0.2	0.2	nt	11	nt
- COc1cccc(C(=O)N2CCCN(C)CC2)c1OC
    -0.2	0	2	-0.2	0.3	-7	-2.1	-1.4	0.5	-2	2.3
- Cn1c(=O)oc2cc(S(=O)(=O)N3CCC(C(=O)NCc4ccccc4Cl)CC3)ccc21
    -0.5	-1	-3	0.7	-1.3	-7	0.3	-2.0	-0.2	2	1.5
- CCNC(=O)Cc1c(OC)ccc2cc(Br)ccc12
    -1.6	-2	-3	-0.9	-1.5	-3	-1.8	6.7	0.1	1	2.5
- CN1CCCN(S(=O)(=O)c2ccc3c(c2)n(C)c(=O)c(=O)n3C)CC1
    0.7	-6	4	2.0	-0.8	-13	2.0	nt	nt	6	nt
- O=C(CNC(=O)c1ccccc1F)OCc1nc2ccccc2s1
    3.8	6	2	0.2	-0.4	-9	4.5	-1.9	0.7	1	0.2
- Cc1ncoc1C(=O)N1CCCC(N2CCN(c3ccccc3F)CC2)C1 (stereo not drawn)
    -0.8	-3	3	0.1	-0.9	2	-0.2	-0.5	0.9	-1	-0.5
- COc1ccc(-c2nnc(SCC(=O)NC(=O)NCc3ccco3)o2)cc1
    -0.5	-7	0	0.1	-0.7	-2	-1.9	-0.1	1.0	-8	-1.1
- CCCCN(C=O)c1c(CC)nc2ccc(C(=O)N3CCN(C)CC3)cn12
    -0.6	1	-4	1.3	-0.4	-5	1.9	-0.9	nt	-1	-1.5
- COC(=O)Cn1cnc2scc(-c3ccc(C)c(C)c3)c2c1=O
    -2.5	-3	-5	-0.1	-1.1	-1	-1.0	-0.2	-1.0	8	0.3

# More compounds follow.
# Second line of a record – hcDAF-12 act	SMARCA2 act	Rev-erbA mod	DAX1 inh-1	ssDAF-12 act	PLCb3 inh	hgDAF-12 ag	PG9 binder	DAX1 inh-2	HGIII-sPLA2 inh	GAA850 FXN act
- Cc1csc(NC(=O)CCNC(=O)c2ccccc2Cl)n1
    3.5	6	-7	0.1	0.2	2	-0.4	-0.3	0.2	1	-0.7
- Cc1ccccc1C(=O)/C=C1/SCC(=O)N1C
    -1.0	3	-4	-1.0	-1.2	-20	1.8	-1.7	1.3	-22	0.4
- CC(C)[C@@H]1CC2=C(C(=O)OC(C)(C)O2)[C@H](CCc2ccccc2)O1
    -1.0	4	-1	0.4	-0.7	0	-1.1	0.5	nt	10	nt
- S=C(NCCc1ccccc1)Nc1ccc(Cl)cc1
    0.7	0	3	0.7	-0.3	-2	11*	-0.2	0.5	-4	1.1
- CCOc1ccc(OCCC(=O)NNC(=O)c2nn(C)c(=O)c3ccccc23)cc1
    -0.4	-2	-1	-0.1	-1.3	-6	-2.7	-1.2	-0.2	9	2.7
- CC1(c2ccccc2)NC(=O)N(CC(=O)Nc2ccc(Cl)c(S(=O)(=O)N3CCCCC3)c2)C1=O (stereo not drawn)
    -4.2	1	2	-0.6	-1.0	-5	-1.9	-1.5	-0.1	-24	-0.5
- Cc1cc(=O)oc2cc(NC(=O)C3CC(=O)N(Cc4ccccc4)C3)ccc12 (stereo not drawn)
    -0.9	-2	-4	-1.3	-1.8	-166	2.6	0.6	0.1	-8	-2.4
- CCC(=O)Nc1ccc(C(=O)COC(=O)Cc2ccsc2)cc1
    -2.5	-1	-4	2.4	-1.3	-28	-1.5	-0.9	-0.2	3	1.8
- COc1ccc(C2NC3=C(CCC3)C3(C#N)C4(N=C(N)C23C#N)OCCO4)cc1 (stereo not drawn)
    -2.6	-4	-2	-1.8	-1.0	-203	-7.6	-1.4	-2.7	8	-7.6
- O=C(CSc1ncccn1)Nc1ccc(N2CCOCC2)cc1
    -0.5	-1	0	-0.7	-0.6	-3	0.9	-3.3	1.3	9	-1.2
- Cn1cc(CN2CCC(CO)CC2)c(-c2ccc(Oc3ccccc3)cc2)n1
    -0.3	-2	0	0.2	-0.9	0	-4.6	0.4	0.8	-8	-0.1
- COc1ccc(Oc2c(Cl)cnn(-c3cc(C)cc(C)c3)c2=O)cc1
    -1.6	nt	5	nt	-1.5	1	-1.9	nt	nt	-3	nt
- CC(C)(C)c1ccccc1OCCOCCN1CCCCCC1
    0.1	-3	2	-0.2	-1.4	-9	-0.6	-1.6	-1.3	9	0.2
- CCCCCCCCCCOC(=O)C[N+](C)(C)C/C=C(/C)Cl
    -0.2	-3	1	-0.5	-0.4	4	2.3	0.6	1.0	0	0.7
- CN1OC[C@@H]2CN(Cc3cc(Cl)cc(Cl)c3)[C@H](c3cccc(Oc4ccccc4)c3)C[C@@H]21
    -0.3	4	8	-1.4	-0.7	1	4.7	0.2	0.7	1	-0.7
- N#CCN1CCCC(C(N)=O)C1 (stereo not drawn)
    -2.0	-1	-1	1.4	-0.9	0	-0.3	0.6	0.3	6	0.4
- COc1cc(C(=O)NCC(=O)OCc2ccccc2Cl)cc(OC)c1OC
    -1.6	-2	1	0.0	-1.7	3	0.7	-3.0	1.0	-2	-1.0
- Nc1cc(C(F)(F)F)cc([N+](=O)[O-])c1N
    -0.2	-1	3	-0.2	-1.1	-5	-2.3	0.5	0.0	14	1.2
- COc1cc([N+](=O)[O-])ccc1NC(=O)/C=C/C(=O)O
    -1.4	-2	-5	-0.1	-1.4	-1	4.1	1.9	-0.6	0	-0.1
- C1CCN(c2nc(N3CCCCC3)nc(N3CCNCC3)n2)CC1
    -1.6	-1	-3	0.3	-1.0	6	3.0	-0.5	0.8	-10	-0.7

# The list continues:
# Second line of a record – hcDAF-12 act	SMARCA2 act	Rev-erbA mod	DAX1 inh-1	ssDAF-12 act	PLCb3 inh	hgDAF-12 ag	PG9 binder	DAX1 inh-2	HGIII-sPLA2 inh	GAA850 FXN act
- Cc1ccc(C(=O)O)cc1[N+](=O)[O-]
    -1.6	-4	2	-0.3	-1.5	3	0.2	-0.9	-0.3	-4	-0.5
- CS(=O)(=O)N1CCCC(C(=O)NCCc2ccc(Cl)cc2)C1 (stereo not drawn)
    0.0	-1	2	1.3	-1.6	0	0.0	-1.5	-0.5	1	0.5
- CN1CCCN(C(=O)C2CCN(c3ncnc4c3sc3cccc(F)c34)CC2)CC1
    1.1	1	0	-0.7	-0.3	-56	3.6	nt	nt	5	nt
- COc1ccccc1Nc1ncnc2c1c(C)c(C)n2CCO
    -1.0	7	0	0.2	-0.9	-21	3.8	-1.9	0.8	-7	7.2
- O=C(O)Cn1c(SC2CCCCC2)nc2ccccc21
    0.1	2	-7	0.2	-1.3	-2	1.1	-1.4	-0.7	3	-0.1
- Cc1cc2occ(CC(=O)N(C)CC(=O)Nc3ccccc3Cl)c2cc1C
    -0.1	-3	-4	0.0	-1.3	-3	-2.1	-0.5	-0.8	-27	1.7
- Cc1ccc(NC(=S)N/N=C2\CC(C)(C)Oc3ccc(O)cc32)cc1
    -1.9	-1	3	-0.5	-1.0	-251	-0.4	-0.9	-0.2	1	-1.4
- N#Cc1ccccc1CSc1ncccc1C(=O)O
    -0.8	-2	1	0.0	-1.1	2	-1.4	-0.2	1.4	3	1.7
- NC(=O)c1ccsc1NC(=O)COC(=O)COc1ccccc1[N+](=O)[O-]
    2.9	-3	5	0.9	-1.0	-7	2.3	-1.7	0.2	7	0.5
- COc1ccc(-c2cnc(SCC(=O)Nc3cc(C)on3)n2Cc2ccco2)cc1
    -1.9	-5	1	-1.4	-1.6	0	-0.7	1.7	1.3	-13	0.0
- CCCCNC(=O)C(=O)Nc1ccc2c(c1)N(S(=O)(=O)c1cccs1)CCC2
    0.2	-6	5	-1.1	-1.4	-1	1.3	-1.5	-1.6	-17	-2.0
- COc1cc(NC(=S)NC(C)=O)ccc1NC(=O)C(C)C
    0.5	1	2	0.6	-0.8	1	1.9	1.6	-0.1	12	2.0
- COc1cc(CN2C(=O)C(C)ON=C2c2cccs2)cc(OC)c1 (stereo not drawn)
    -0.1	-1	7	-0.4	-1.7	3	-0.1	0.1	nt	5	-1.0
- Cc1ccc(S(=O)(=O)Nc2nc3ccccc3nc2N2CCN(c3ccccc3F)CC2)cc1
    -0.7	0	2	-0.2	-1.4	-4	0.6	1.0	0.5	1	-0.6
- CCCCCCn1c(N)c(C#N)c2ccc([N+](=O)[O-])cc2c1=O
    0.7	0	0	1.0	-0.6	-17	1.2	-3.2	-1.3	2	1.0
- O=C(CNC(=O)c1cccc(S(=O)(=O)N2CCc3ccccc32)c1)Nc1ccc(F)c(F)c1F
    -0.6	3	14	-0.7	-0.8	0	-6.2	-1.7	-1.1	-32	-5.0

# Bioassay records from PubChem.
